MRP reversal: compounds reversing MRP-mediated drug resistance; H69AR cells + 2 uM doxorubicin, CellTiter-Glo, 72 h; differential viability (reversal), % at 10 µM; 85,000 compounds, 0.04% hits;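 active = viability drop by adding the cancer drug above about 55%, with treated viability meeting a 40% cutoff, limit read from the data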;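 note: viability without doxorubicin minus viability with 2 µM doxorubicin for each compound; larger differential means the compound sensitizes cells more to doxorubicin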
MRP reversal cytotoxicity: second read-out of MRP reversal, no call of its own (marks repeat the call); viability, %; H69AR cells, CellTiter-Glo, 72 h; measured here: cytotoxicity without doxorubicin
MRP reversal with doxorubicin: second read-out of MRP reversal, no call of its own (marks repeat the call); viability, %; measured here: viability with 2 uM doxorubicin; stronger effect = lower value
* = called active by the depositor. Some of the compounds tested. The share of hits here may be higher or lower than overall.

SMILES	MRP reversal	MRP reversal cytotoxicity	MRP reversal with doxorubicin
O=C(CN1CC(c2ccccc2)CC1=O)Nc1cccc(F)c1 (centres undefined)	14	102	88
C[N+]1(C)[C@@H]2CC[C@H]1CC(OC(=O)C(CO)c1ccccc1)C2 (some centres undefined)	3	91	88
O=c1[nH]c2ccccc2n1C1CCN(CCCC(c2ccc(F)cc2)c2ccc(F)cc2)CC1	0	2	2
COc1ccc(CN2CCN(C(=O)Cc3ccccc3)CC2)c(OC)c1	14	90	76
O=C(CN1CC(c2ccccc2)CC1=O)Nc1ccc(F)cc1 (centres undefined)	-1	93	94

Of the compounds above, 2 have a carbonyl joined to an NH by a bond outside any ring.
SMILES	MRP reversal	MRP reversal cytotoxicity	MRP reversal with doxorubicin
O=C(CN1CC(c2ccccc2)CC1=O)Nc1cccc(F)c1 (centres undefined)	14	102	88
O=C(CN1CC(c2ccccc2)CC1=O)Nc1ccc(F)cc1 (centres undefined)	-1	93	94

An excerpt from above, showing only MRP reversal:
SMILES	MRP reversal
O=C(CN1CC(c2ccccc2)CC1=O)Nc1cccc(F)c1 (centres undefined)	14
C[N+]1(C)[C@@H]2CC[C@H]1CC(OC(=O)C(CO)c1ccccc1)C2 (some centres undefined)	3

High-throughput results as filed in PubChem.
